TcdB GH inh = blocks C. difficile toxin B glycohydrolase activity. AID 652162. inhibition, % at 9.99 µM. P18177. 350,000 tested, 0.24% active. TcdB glycohydrolase enzymatic assay, plate reader; in the data active = inhibition above about 10%
An asterisk follows results filed as active; & = joins results of further samples. The list is partial. The share of hits here may be higher or lower than overall.

smiles | TcdB GH inh
C[C@@H]1CN([C@H](C)CO)C(=O)Cc2cc(NC(=O)Cc3ccccc3)ccc2O[C@H]1CN(C)Cc1ccncc1 | -0.3
CN(C)CC(=O)Nc1ccc2c(c1)[C@@H]1C[C@H](CC(=O)NC3CCCCC3)O[C@@H](CO)[C@@H]1O2 | -1.5
C[C@@H]1CN([C@H](C)CO)C(=O)c2cc(NC(=O)Cc3ccccc3)ccc2O[C@H]1CN(C)Cc1ccc(Cl)c(Cl)c1 | 0.5
CCOC(=O)N(C)C[C@H]1OCc2ccccc2-c2c(n(C)c3ccccc23)C(=O)N([C@H](C)CO)C[C@@H]1C | 2.2
Cc1ccc(S(=O)(=O)Nc2ccc3c(c2)CC(=O)N([C@@H](C)CO)C[C@@H](C)[C@H](CN(C)S(=O)(=O)c2cn(C)cn2)O3)cc1 | 1.3
O=C(C[C@@H]1C[C@@H]2c3cc(NC(=O)c4cccnc4)ccc3O[C@@H]2[C@@H](CO)O1)NCc1ccccn1 | -0.1
CCN(C[C@H]1N[C@@H](CO)[C@@H]1c1ccc(-c2ccccc2)cc1)C(=O)COC | 0.8
COc1ccc(CN2[C@H](CO)[C@@H]3c4ccccc4NC[C@@H]32)cc1 | -2.7
COc1ccc(CN2[C@H](CO)[C@@H]3c4ccccc4N(C(=O)c4ccccc4)C[C@@H]32)cc1 | 2.5
C[C@H]1CN([C@@H](C)CO)S(=O)(=O)c2ccc(C3=CCCCC3)cc2O[C@H]1CN(C)C(=O)c1ccncc1 | -5.3
O=C1C=CCCN1C(=O)/C=C/c1ccccc1Cl | 1.3
C[C@H]1CN([C@@H](C)CO)C(=O)c2cc(-c3ccc(C(=O)N(C)C)cc3)cnc2O[C@@H]1CN(C)C(=O)C1CC1 | -0.5
C[C@@H]1CCCCO[C@H](CN(C)Cc2ccc(C(=O)O)cc2)[C@@H](C)CN([C@@H](C)CO)C(=O)c2cc(NC(=O)NC3CCCCC3)ccc2O1 | -0.6
CCC(=O)N[C@@H]1CC[C@@H](CCNC(=O)Nc2ccc(F)cc2)O[C@H]1CO | 0.0
COc1ccc2c3c(n(C)c2c1)[C@H](CO)N(CC1CCOCC1)CC31CCN(Cc2nccs2)CC1 | -5.0

Some of these compounds in order of length of the SMILES, rising.
smiles | TcdB GH inh
C[C@@H]1CN([C@H](C)CO)C(=O)Cc2cc(NC(=O)Cc3ccccc3)ccc2O[C@H]1CN(C)Cc1ccncc1 | -0.3
O=C(C[C@@H]1C[C@@H]2c3cc(NC(=O)c4cccnc4)ccc3O[C@@H]2[C@@H](CO)O1)NCc1ccccn1 | -0.1
C[C@@H]1CCCCO[C@H](CN(C)Cc2ccc(C(=O)O)cc2)[C@@H](C)CN([C@@H](C)CO)C(=O)c2cc(NC(=O)NC3CCCCC3)ccc2O1 | -0.6

(cont.)
smiles | TcdB GH inh
C[C@@H]1CCCCO[C@@H](CN(C)C(=O)c2ccccc2)[C@@H](C)CN([C@H](C)CO)C(=O)c2cc(NC(=O)CCCN(C)C)ccc2O1 | 0.0
Cc1ccc(S(=O)(=O)N(C)C[C@@H]2Oc3c(NS(C)(=O)=O)cccc3C(=O)N([C@@H](C)CO)C[C@H]2C)cc1 | -0.8
O=C(Nc1ccc(Cl)c(Cl)c1)N[C@@H]1CC[C@@H](CCn2cc(C3CCCC3)nn2)O[C@@H]1CO | -0.4
C[C@H]1CN([C@@H](C)CO)C(=O)c2cc(-c3ccccc3F)cnc2O[C@H]1CN(C)C(=O)CN(C)C | -0.2
CC(C)NC(=O)N(C)C[C@H]1OCCCC[C@@H](C)Oc2ccc(NC(=O)Nc3ccc(F)cc3)cc2C(=O)N([C@H](C)CO)C[C@@H]1C | 0.4
COc1ccc(NC(=O)N(C)C[C@H]2Oc3c(cccc3N(C)C)C(=O)N([C@H](C)CO)C[C@@H]2C)cc1 | 0.4
COCC(=O)N1CC2(C1)[C@H](c1ccc(-c3cccc(F)c3)cc1)[C@@H](CO)N2C(=O)C1CC1 | 0.9
O=C(C1CCC1)N1CC(=O)N2[C@H](CO)[C@H](c3ccc(Br)cc3)[C@H]2C1 | -1.2
C[C@H](O)C#Cc1cnc2c(c1)C(=O)N([C@H](C)CO)C[C@@H](C)[C@H](CN(C)C(=O)c1ccccc1F)O2 | 1.2
COc1cccc(S(=O)(=O)N[C@H]2CC[C@H](CC(=O)NCc3ccccc3)O[C@@H]2CO)c1 | 0.1
O=C(Nc1cccc(F)c1)N1CCCCN2[C@H](CO)[C@@H](c3ccc(C#Cc4ccccc4)cc3)[C@H]2C1 | 0.0
C[C@H](CO)N1C[C@H](C)[C@H](CN(C)S(=O)(=O)c2ccccc2)Oc2ncccc2C1=O | 1.1
C[C@@H]1CN([C@@H](C)CO)C(=O)c2cc(NC(=O)Nc3ccc(F)cc3)ccc2O[C@H]1CN(C)S(C)(=O)=O | -0.2
COc1ccc(NC(=O)N(C)C[C@H]2OCc3ccccc3-c3c(n(C)c4ccccc34)C(=O)N([C@H](C)CO)C[C@H]2C)cc1 | 1.2
C[C@@H]1CN([C@H](C)CO)S(=O)(=O)c2ccc(-c3ccc(C(=O)N(C)C)cc3)cc2O[C@@H]1CN(C)C(=O)Nc1ccccc1F | 1.6

(continued)
smiles | TcdB GH inh
C[C@@H]1CN([C@@H](C)CO)C(=O)c2c(c3ccccc3n2C)-c2ccccc2CO[C@H]1CN(C)C(=O)Cc1ccccc1 | 0.9
C[C@@H]1CN([C@H](C)CO)S(=O)(=O)c2ccc(C#CC(C)(C)O)cc2O[C@@H]1CN(C)Cc1ccc(F)cc1 | 0.2
CC(=O)N1[C@@H](CO)[C@H](c2ccccc2)C12CN(C(=O)Nc1ccccc1F)C2 | 0.0
N#C[C@@H]1[C@H](c2ccccc2C2=CCCCC2)[C@H](CO)N1S(=O)(=O)c1cccc(F)c1 | -9.0
O=C([C@H]1[C@H](CO)[C@H]2Cn3c(cccc3=O)[C@H]2N1C(=O)C1CCCCC1)N1CCOCC1 | -0.7
O=C(c1cnccn1)N1CC(=O)N2[C@H](CO)[C@@H](c3ccc(C#CC4CCCCC4)cc3)[C@H]2C1 | -0.4
Cc1ccc(S(=O)(=O)Nc2ccc3c(c2)C(=O)N(C)[C@@H]2CC[C@H](CC(=O)NCCc4ccncc4)O[C@H]2CO3)cc1 | 0.4
Cc1noc(C)c1NC(=O)Nc1ccc2c(c1)C(=O)N([C@@H](C)CO)C[C@@H](C)[C@H](CN(C)C(=O)C1CCCCC1)OCCCC[C@H](C)O2 | -0.1
C[C@H](CO)N1C[C@H](C)[C@@H](CN(C)C(=O)Nc2ccc(C(F)(F)F)cc2)OCCCC[C@H](C)Oc2ccc(NC(=O)c3ccccc3)cc2C1=O | 0.9
O=C1CNC[C@H]2[C@@H](c3ccc(Br)cc3)[C@H](CO)N12 | -4.6
COc1ccc(C#Cc2ccc([C@H]3[C@H]4CN(C(=O)c5cccnc5)CC(=O)N4[C@H]3CO)cc2)cc1 | 0.3
C[C@H](CO)N1C[C@H](C)[C@@H](CN(C)C(=O)Nc2ccc(F)cc2)OCCCC[C@H](C)Oc2ccc(NC(=O)Cc3ccccc3)cc2C1=O | -1.3
C[C@H](NC(=O)[C@H]1[C@H](CO)[C@H]2Cn3c(cccc3=O)[C@H]2N1Cc1cccnc1)c1ccccc1 | -1.6
O=C(C[C@@H]1CC[C@@H]2[C@H](COC[C@H](O)CN2Cc2cccc(Cl)c2)O1)Nc1nccs1 | 0.3
CC=Cc1ccc2n(c1=O)C[C@H]1[C@H](CO)[C@@H](C(=O)NCc3ccccc3F)N(CC)[C@@H]21 (mixture of isomers) | 0.3

The results go on:
smiles | TcdB GH inh
Cc1noc(C)c1NC(=O)N(C)C[C@@H]1OCCCC[C@H](C)Oc2ccc(NC(=O)Cc3ccccc3)cc2C(=O)N([C@H](C)CO)C[C@H]1C | 1.1
CC(C)C#Cc1cnc2c(c1)C(=O)N([C@@H](C)CO)C[C@@H](C)[C@@H](CN(C)C(=O)C1CCC1)O2 | 1.1
O=C(Cc1ccncc1)N1CCCCN2[C@@H](CO)[C@H](c3ccc(-c4ccncc4)cc3)[C@@H]2C1 | -5.7
C[C@H]1CN([C@@H](C)CO)C(=O)c2cc(NS(=O)(=O)c3ccc(Cl)cc3)ccc2O[C@H]1CN(C)Cc1ccc2c(c1)OCO2 | 0.9
COc1ccc2c3c(n(C)c2c1)[C@@H](CO)N(C(=O)C1CCOCC1)CC31CN(C(=O)C2CCOCC2)C1 | 1.0
Cc1ccc(-c2ccc([C@H]3[C@@H](CO)N4C(=O)CN(C(=O)c5ccncc5)C[C@H]34)cc2)cc1 | 1.2
C[C@@H]1CN([C@H](C)CO)C(=O)c2cccc(NC(=O)C3CC3)c2O[C@H]1CN(C)Cc1ccncc1 | -0.1
Cc1noc(C)c1NC(=O)Nc1ccc2c(c1)CC(=O)N([C@H](C)CO)C[C@H](C)[C@H](CN(C)Cc1ccc(Cl)c(Cl)c1)O2 | -0.5
C[C@@H]1CN([C@@H](C)CO)C(=O)c2cc(NC(=O)NC3CCCCC3)ccc2O[C@H]1CN(C)Cc1ccc(C(=O)O)cc1 | 0.3
CCCN1[C@@H]2c3ccc(-c4ccccc4)c(=O)n3C[C@@H]2[C@@H](CO)[C@@H]1C(=O)NCCCN1CCOCC1 | -0.3
COCC(=O)N(C)C[C@@H]1Oc2cc(-c3cncnc3)ccc2S(=O)(=O)N([C@H](C)CO)C[C@H]1C | 0.4
O=C(Nc1ccccc1)C1=C[C@@H](c2ccc3c(c2)Cc2ccccc2-3)C[C@@H](OCCCCO)O1 | -2.7
C[C@@H]1CCCCO[C@H](CN(C)C(=O)Nc2cccc3ccccc23)[C@H](C)CN([C@@H](C)CO)C(=O)c2cc(NC(=O)Nc3ccc(C(F)(F)F)cc3)ccc2O1 | -0.6
CN(C[C@H]1[C@H](c2ccccc2)[C@H](CO)N1Cc1ccccn1)S(C)(=O)=O | -16
CN(C)CC#Cc1ccc([C@H]2[C@H]3CN(C(=O)c4ccc5c(c4)OCO5)CCCCN3[C@H]2CO)cc1 | -1.9

In the list so far, these have bromine:
smiles | TcdB GH inh
O=C(C1CCC1)N1CC(=O)N2[C@H](CO)[C@H](c3ccc(Br)cc3)[C@H]2C1 | -1.2
O=C1CNC[C@H]2[C@@H](c3ccc(Br)cc3)[C@H](CO)N12 | -4.6

Gathered by group: the compounds so far with a CF3 group
smiles | TcdB GH inh
C[C@H](CO)N1C[C@H](C)[C@@H](CN(C)C(=O)Nc2ccc(C(F)(F)F)cc2)OCCCC[C@H](C)Oc2ccc(NC(=O)c3ccccc3)cc2C1=O | 0.9
C[C@@H]1CCCCO[C@H](CN(C)C(=O)Nc2cccc3ccccc23)[C@H](C)CN([C@@H](C)CO)C(=O)c2cc(NC(=O)Nc3ccc(C(F)(F)F)cc3)ccc2O1 | -0.6

Following part:
smiles | TcdB GH inh
C[C@@H]1CCCCO[C@@H](CN(C)S(=O)(=O)c2ccccc2)[C@H](C)CN([C@@H](C)CO)C(=O)c2cc(NS(=O)(=O)c3cn(C)cn3)ccc2O1 | 0.4
CO[C@@H]1CN(C)C(=O)c2ccc(NS(=O)(=O)c3ccc(F)cc3)cc2OC[C@@H](C)N(C)C[C@H]1C | -0.5
C/C=C/c1cnc2c(c1)C(=O)N([C@H](C)CO)C[C@H](C)[C@@H](CN(C)S(=O)(=O)c1ccc(C)cc1)O2 | 0.1
COc1ccc(-c2cnc3c(c2)C(=O)N([C@@H](C)CO)C[C@@H](C)[C@H](CN(C)C(=O)NC2CCCC2)O3)cc1 | 0.4
N#C[C@@H]1[C@@H](c2ccccc2)[C@H](CO)N1C(=O)c1cccnc1 | -0.7
CCN1[C@H](C(=O)NCCc2cn(C)cn2)[C@@H](CO)[C@@H]2Cn3c(ccc(-c4ccncc4)c3=O)[C@@H]21 | -4.0
O=S(=O)(c1ccccc1F)N1CCCCN2[C@H](C1)[C@@H](c1ccc(-c3cncnc3)cc1)[C@@H]2CO | -0.7
COc1ccc(NC(=O)Nc2ccc3c(c2)[C@@H]2C[C@H](CC(=O)NCc4ccccc4F)O[C@@H](CO)[C@@H]2O3)cc1 | -1.4
COc1ccccc1-c1ccc2c(c1)O[C@@H](CN(C)S(=O)(=O)c1ccc(F)cc1)[C@@H](C)CN([C@@H](C)CO)S2(=O)=O | -0.3
C/C=C/c1ccc(C2[C@@H]3CN(C(=O)CN(C)C)C[C@H]2N3)cc1 (stereo partly specified) | 0.2&-0.6
C[C@H](CO)N1C[C@H](C)[C@@H](CN(C)C(=O)Nc2ccc(F)cc2)Oc2c(NC(=O)Nc3cccc4ccccc34)cccc2C1=O | 0.4
O=C(C[C@H]1C=C[C@@H](NC(=O)Nc2ccccc2F)[C@@H](CO)O1)NCc1ccc(F)cc1 | -3.0
C[C@@H]1CN([C@H](C)CO)C(=O)Cc2cc(NC(=O)CCN3CCOCC3)ccc2O[C@@H]1CN(C)S(=O)(=O)c1ccc(F)cc1 | -0.4
CN1[C@@H]2c3ccc(-c4ccc(F)cc4)c(=O)n3C[C@H]1[C@H](CO)[C@H]2C(=O)N1CCCCC1 | 0.8
CCCc1cn(CC[C@@H]2CC[C@H](NC(=O)Cc3cccnc3)[C@@H](CO)O2)nn1 | 1.4

Next section:
smiles | TcdB GH inh
C[C@@H]1CCCCO[C@@H](CN(C)C(=O)CCCN(C)C)[C@H](C)CN([C@@H](C)CO)C(=O)c2cc(NC(=O)CCC(F)(F)F)ccc2O1 | -0.4
C/C=C/c1ccccc1[C@H]1[C@@H](C#N)N(C(C)=O)[C@@H]1CO | -9.2
C[C@@H]1CN([C@H](C)CO)C(=O)c2cc(NS(=O)(=O)c3ccc(Cl)cc3)ccc2O[C@H]1CN(C)Cc1ccc2c(c1)OCO2 | 1.2
C[C@H](CO)N1C[C@H](C)[C@@H](CN(C)C(=O)Cc2ccncc2)Oc2cc(C3=CCCCC3)ccc2S1(=O)=O | -5.0
CNC[C@@H]1Oc2ccc(NS(=O)(=O)c3ccc(F)cc3)cc2CC(=O)N([C@@H](C)CO)C[C@H]1C | 0.5
C[C@H](CO)N1C[C@H](C)[C@H](CN(C)C(=O)Cc2cccnc2)Oc2ncc(-c3cncnc3)cc2C1=O | -1.7

Screens from PubChem BioAssay.
